ABCB6 inh MLPCN: blocks the human ABCB6 transporter | K562-ABCB6 porphyrin accumulation, flow cytometry, 1 h; hits give low values | 0.19% of 360,000 active | fluorescence ratio to DMSO, % at 10 µM | AID 602162;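 active = fluorescence ratio to DMSO below 75%, the collection mean minus 3 SD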;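 note: signal is porphyrin accumulated inside mitochondria; 100% equals median channel fluorescence of DMSO control wells; lower ratio means ABCB6 inhibition with less porphyrin fluorescence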
Granule exo inh: lytic granule exocytosis inhibition | TALL-104 LAMP-1 surface exposure, flow cytometry; cells stimulated with thapsigargin and PMA | 0.66% of 360,000 active | inhibition, % at 10 µM;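 active = inhibition above about 55%, limit read from the data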
CaV13 ICDI inh: Disruptors of the CACNA1D IQ motif to Ca2+-dependent inactivation inhibitor domain association, primary screening, Förster resonance energy transfer in intact living …; HEK cells, CFP/YFP FRET ICDI-IQ, plate reader, 10 min; percent FRET-ratio fall versus neutral wells; inhibition, % at 12.3 µM; 0.098% of 340,000 active;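 active = mean replicate inhibition of at least 30% and at least 1% of replicates passing that level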;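 note: 0% = median of the neutral control wells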
PDI turbidity: blocks human protein disulfide isomerase activity; P07237; PDI insulin aggregation turbidity, A650, 90 min; inhibition, % at 10 µM; 0.052% of 350,000 active; AID 588391;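 active = mean inhibition across replicates of 30% or more, whatever share of single replicates reach that level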;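 note: absorbance from insulin aggregation driven by PDI reduction with DTT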
Target sequence (P07237 whole entry, looked up): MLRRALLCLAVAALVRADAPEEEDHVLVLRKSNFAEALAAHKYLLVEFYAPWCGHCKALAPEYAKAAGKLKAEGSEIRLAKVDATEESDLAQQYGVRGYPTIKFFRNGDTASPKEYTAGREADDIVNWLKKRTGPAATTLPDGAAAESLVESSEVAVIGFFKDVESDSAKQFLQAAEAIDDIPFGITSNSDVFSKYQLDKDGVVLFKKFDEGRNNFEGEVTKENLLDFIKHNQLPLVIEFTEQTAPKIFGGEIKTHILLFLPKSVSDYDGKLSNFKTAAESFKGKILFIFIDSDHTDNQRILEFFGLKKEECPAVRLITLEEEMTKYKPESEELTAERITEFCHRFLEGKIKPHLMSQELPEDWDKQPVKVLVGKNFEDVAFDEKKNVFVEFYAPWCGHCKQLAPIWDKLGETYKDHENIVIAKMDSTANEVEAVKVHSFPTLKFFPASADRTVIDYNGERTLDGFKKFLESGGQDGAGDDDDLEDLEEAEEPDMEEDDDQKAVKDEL
aDG glyco act: increases alpha dystroglycan glycosylation. 0.22% of 360,000 active. Pro5-aDG cells, alpha-DG glycosylation AlphaScreen (IIH6); 0% Pro5, 100% B10-LARGE cell signal. activation, % at 10 µM;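 active = activation of at least 8% versus controls, or a plate z-score of at least 8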;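 note: Pro5 are CHO cells carrying HIG-tagged alpha-DG that lacks glycosylation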
Vif inh: HIV Vif inhibition | HEK293T cells, Vif self-association by quenched fluorescence, imaging, 24 h | inhibition, % at 7.49 µM | 0.35% of 340,000 active | AID 602346; in the data active = inhibition above about 50%, passing the limit was not always enough; note: some results filed as inactive read as strong as hits
m5-HT2A agonist: activates the mouse 5-HT2A serotonin receptor; 0.66% of 360,000 active; P35363; CHO-K1 mHTR2A beta-arrestin complementation, luminescence; percent of 30 µM serotonin response; activation, % at 7.6 µM;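 active = activation above a run cutoff, the mean activation of all tested compounds plus 3 SD, cut at about 14% in these data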;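 note: 0% = plate median of compound wells and 100% = 30 µM serotonin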
Target sequence (P35363 whole entry, looked up): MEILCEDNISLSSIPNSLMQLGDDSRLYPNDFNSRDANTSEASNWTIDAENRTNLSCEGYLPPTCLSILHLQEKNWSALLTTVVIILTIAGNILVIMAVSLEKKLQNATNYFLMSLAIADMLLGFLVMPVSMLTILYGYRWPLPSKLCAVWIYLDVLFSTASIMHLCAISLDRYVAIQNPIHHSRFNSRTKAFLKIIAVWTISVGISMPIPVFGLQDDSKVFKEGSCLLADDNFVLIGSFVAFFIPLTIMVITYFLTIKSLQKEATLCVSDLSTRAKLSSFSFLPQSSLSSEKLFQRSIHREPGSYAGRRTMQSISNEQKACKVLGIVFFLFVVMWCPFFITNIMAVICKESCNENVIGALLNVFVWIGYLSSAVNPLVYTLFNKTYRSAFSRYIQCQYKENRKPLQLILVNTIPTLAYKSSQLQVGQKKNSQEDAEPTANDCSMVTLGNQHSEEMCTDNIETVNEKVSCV
Glyco luc inh: blocks N-linked glycosylation in D54 reporter cells. D54 ERlucT glycosylation luciferase reporter, 24 h; percent of 100 nM tunicamycin response. reporter increase, % at 12.5 µM. 0.23% of 360,000 active. AID 588692;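 active = mean luciferase reporter signal, scaled so untreated is 0 and the glycosylation-blocking control 100, at or above a set limit in every replicate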;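 note: luciferase carries N-glycosylation sites so blocking glycosylation raises the light; 0% = median of neutral control wells and 100% = median of 100 nM tunicamycin wells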
H9c2 protect: modulators protecting cardiomyocytes from myocardial damage | protection from H2O2 cell death, % at 20 µM | 0.63% of 360,000 active | H9c2 cardiomyocytes, H2O2 injury protection, ATPLite, 2 h | AID 588492;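 active = compounds giving at least 50% protection of heart cells from peroxide-induced death in the single-dose screen, raw or plate-pattern-corrected value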;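 note: 0% = DMSO wells with peroxide and 100% = DMSO wells without peroxide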
iPSC survival up: hiPSC single-cell survival enhancement. ATPlite luminescence; 100% = ROCK inhibitor wells, 0% = DMSO. 0.044% of 360,000 active. AID 602274. survival enhancement, % at 20 µM; in the data active = survival enhancement above about 18%;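 note: cells exposed to compounds for 16 hours before the ATP read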
* marks the source's active call; other numbers are inactive results; nt = not tested or not shown.

Fields: ABCB6 inh MLPCN	Granule exo inh	CaV13 ICDI inh	PDI turbidity	aDG glyco act	Vif inh	m5-HT2A agonist	Glyco luc inh	H9c2 protect	iPSC survival up
- COCCN(Cc1ccccc1)C(=O)c1cc(S(=O)(=O)N2CCCCCC2)ccc1OC
→ 94	-5	-15	-2	0.5	-8	8	-1	-3	-0.3
- CC(C)OC(=O)c1ccc(N2CCN(c3ccccc3F)CC2)nc1
→ 95	2	-18	11	0.5	-14	7	8	-8	1.3
- CSc1ccc(OC2(C)CCN(Cc3ccc(OC(F)(F)F)cc3)C2)cc1 (centres undefined)
→ 93	-16	-4	-1	0.1	-7	3	-3	-20	-0.8
- CC(C)(Oc1ccc(Cl)cc1)C(=O)Nc1ccc(S(=O)(=O)Nc2ncccn2)cc1
→ 98	11	-7	9	-0.1	17	9	5	-3	0.0
- COc1ccc(NC(=O)CCNC(=O)c2ccc([N+](=O)[O-])cc2)cc1S(=O)(=O)N1CCCCC1
→ 93	3	-4	-4	0.1	0	-6	-3	10	0.1
- COc1cc(/C=C2/NC(=O)N(Cc3ccccc3F)C2=O)cc(OC)c1O
→ 99	0	-66	-7	0.0	-2	-3	4	20	-0.7
- CC1(C(=O)NCc2ccccc2Br)CCN1Cc1ccc2ccccc2c1 (centres undefined)
→ 98	11	-6	-3	0.0	nt	-10	-1	-3	-2.2
- c1ccc2c(c1)CC(N1CCCCC1)c1ccccc1S2 (centres undefined)
→ 102	13	-5	0	-0.2	-5	-8	0	-8	-0.2
- N#Cc1ccc(Cl)cc1NC(=O)COC(=O)[C@H](CCC(N)=O)NC(=O)c1ccc(F)cc1
→ 95	-2	-19	8	-0.1	-6	-1	2	1	-2.1
- CCc1noc(C)c1C(=O)OC(C)C(=O)Nc1ccc(Cl)cn1 (centres undefined)
→ 93	5	-2	-5	0.3	11	-5	-3	10	-3.3
- COc1ccc2oc(C(=O)NCC3CCCO3)c(C)c2c1 (centres undefined)
→ 97	1	-2	8	-0.2	-4	7	-3	-2	-0.3
- O=C(c1cc(Cl)ccc1[N+](=O)[O-])N1CCc2ccccc2C1
→ 97	3	-2	9	-0.1	-1	1	0	-2	-0.5
- Cc1cc(C)cc(C(=O)NCC(=O)OCC(=O)c2cc(C)n(CC(F)(F)F)c2C)c1
→ 89	-4	2	3	-0.3	4	6	0	-2	-0.8
- CC(C)Cc1nc(SCC(=O)Nc2ccc(S(N)(=O)=O)cc2)n[nH]1
→ 91	2	-4	0	0.1	8	-2	0	2	-2.4
- C1CCc2nnc(-c3nnc4n3CCCCC4)n2CC1
→ 97	-3	-6	-3	-0.1	-1	4	0	-2	-1.8
- Cc1cc(C)n(-c2nc(NCCN(C)C)c3c4c(sc3n2)CCCC4)n1
→ 101	94*	6	1	-0.3	3	-5	-8	-16	-0.5
- NC(=O)CC(NC(=O)c1ccccc1)c1ccc(NCc2ccc(F)c(F)c2)c([N+](=O)[O-])c1 (centres undefined)
→ 91	4	-3	-5	-0.3	4	-5	2	-9	-4.8
- CC(C)(C)NC(=O)CSc1nnc(Cc2ccc3c(c2)OCO3)n1C1CCCCC1
→ 101	1	-4	0	0.6	-3	2	-2	8	2.0
- C[C@H](CO)N1C[C@H](C)[C@@H](CN(C)Cc2ccncc2)OCCCC[C@H](C)Oc2ccc(NC(=O)CCCN(C)C)cc2C1=O
→ 100	4	-10	nt	1.9	-4	0	-2	-4	-0.6
- COc1ccc(-c2nnc3ccc(SC(C(C)=O)C(C)=O)nn23)cc1OC
→ 97	4	-5	0	0.3	4	-2	4	6	0.8

(next part)
Fields: ABCB6 inh MLPCN	Granule exo inh	CaV13 ICDI inh	PDI turbidity	aDG glyco act	Vif inh	m5-HT2A agonist	Glyco luc inh	H9c2 protect	iPSC survival up
- Cc1cccc(NC2=CC(=O)CC(C)(C)C2)c1C
→ 98	-3	1	9	0.2	0	4	0	1	-1.1
- COC(=O)c1cc(N2CCN(C)CC2)nc2ccccc12
→ 106	0	-3	3	0.3	-1	8	1	9	0.2
- COc1ccc(N2CCN(C(=O)C(Cc3ccccc3)n3cccc3)CC2)cc1 (centres undefined)
→ 104	-2	-6	nt	-0.2	2	2	-2	-4	-3.6
- O=C(CN1C(=O)c2ccccc2C1=O)c1ccccc1
→ 95	2	nt	6	0.0	10	3	0	2	-2.1
- Cc1noc(C)c1CSc1nnc(-c2ccncc2)n1-c1ccc(Cl)c(Cl)c1
→ 100	3	nt	0	0.3	nt	-2	2	2	-5.2
- O=C(OCc1ccccc1Cl)c1ccccc1C(=O)c1ccccc1
→ 97	-1	-3	-1	-0.1	3	-5	-3	-10	-0.2
- O=C1Nc2c(Br)cccc2C1=O
→ 99	6	-5	0	0.3	nt	-8	1	1	-1.3
- CCOC(=O)Cc1cc(=O)n2[nH]c(C)c(-c3ccccc3OC)c2n1
→ 104	-2	-14	-4	-0.3	-9	3	-1	-6	1.4
- Oc1ccc2ccccc2c1/C=C/c1ccc2c(Br)cc(Br)c(O)c2n1
→ 114	5	-15	1	0.5	-12	-6	7	36	0.0
- Cc1oc(-c2ccccc2Cl)nc1CN1CCCCC1CO (centres undefined)
→ 103	6	-5	9	0.0	-2	-1	-1	10	1.2
- CCC(C)c1ccccc1NC(=O)COC(=O)C1=COCCO1 (centres undefined)
→ 98	1	-4	5	-0.1	0	4	0	5	0.4
- CC(=O)N1CCN(C(=O)c2cc(-c3cccc4ccccc34)nc3ccccc23)CC1
→ 95	12	nt	-1	-0.4	-4	0	-2	39	-0.3
- COc1ccc(C(C(=O)NCCC(C)C)N(CCCO)C(=O)c2snc(C(N)=O)c2N)cc1OC (centres undefined)
→ 103	1	-18	-6	0.0	0	-3	0	9	-0.6
- CCCNC(=O)C(Cc1ccc(C(F)(F)P(=O)(OCC)OCC)cc1)NC(=O)c1ccc(C#N)cc1 (centres undefined)
→ 98	2	-4	0	0.0	-5	2	-1	8	-3.7
- Cc1cccc(OCC(=O)NNC(=O)c2ccccc2OCc2c(C)noc2C)c1
→ 91	-4	-2	1	-0.3	19	4	2	1	-0.5
- Cc1ccc(-c2ccc(CCC(=O)O)n2-c2cccc(O)c2)cc1
→ 102	0	-4	4	-0.1	-4	-2	4	-5	-0.8
- CC1(C)CC(=O)c2cn3c(nc2C1)nc1ccccc13
→ 101	1	-3	1	-0.1	1	0	2	10	1.0
- CC(CN1CCCC1)OC(=O)c1cccc(F)c1 (centres undefined)
→ 102	-1	-2	-1	-0.2	17	-8	1	3	0.0
- COC(c1ccccc1)c1nnc(CCC(=O)N2CCN(Cc3cccs3)CC2)o1 (centres undefined)
→ 98	0	1	0	-0.4	-2	0	0	5	-0.6
- O=c1[nH]cnc2ccsc12
→ 95	-4	-4	2	0.1	2	-1	-1	7	-0.4

An excerpt from above in order of length of the SMILES, high to low.
Fields: ABCB6 inh MLPCN	Granule exo inh	CaV13 ICDI inh	PDI turbidity	aDG glyco act	Vif inh	m5-HT2A agonist	Glyco luc inh	H9c2 protect	iPSC survival up
- CC(=O)N1CCN(C(=O)c2cc(-c3cccc4ccccc34)nc3ccccc23)CC1
→ 95	12	nt	-1	-0.4	-4	0	-2	39	-0.3
- Cc1noc(C)c1CSc1nnc(-c2ccncc2)n1-c1ccc(Cl)c(Cl)c1
→ 100	3	nt	0	0.3	nt	-2	2	2	-5.2
- COC(c1ccccc1)c1nnc(CCC(=O)N2CCN(Cc3cccs3)CC2)o1 (centres undefined)
→ 98	0	1	0	-0.4	-2	0	0	5	-0.6
- Oc1ccc2ccccc2c1/C=C/c1ccc2c(Br)cc(Br)c(O)c2n1
→ 114	5	-15	1	0.5	-12	-6	7	36	0.0
- COC(=O)c1cc(N2CCN(C)CC2)nc2ccccc12
→ 106	0	-3	3	0.3	-1	8	1	9	0.2
- O=C(CN1C(=O)c2ccccc2C1=O)c1ccccc1
→ 95	2	nt	6	0.0	10	3	0	2	-2.1
- Cc1oc(-c2ccccc2Cl)nc1CN1CCCCC1CO (centres undefined)
→ 103	6	-5	9	0.0	-2	-1	-1	10	1.2
- CC(CN1CCCC1)OC(=O)c1cccc(F)c1 (centres undefined)
→ 102	-1	-2	-1	-0.2	17	-8	1	3	0.0
- O=C1Nc2c(Br)cccc2C1=O
→ 99	6	-5	0	0.3	nt	-8	1	1	-1.3

Next structures follow.
Fields: ABCB6 inh MLPCN	Granule exo inh	CaV13 ICDI inh	PDI turbidity	aDG glyco act	Vif inh	m5-HT2A agonist	Glyco luc inh	H9c2 protect	iPSC survival up
- O=C(CN1C(=O)NC2(CCCCCC2)C1=O)N1CCN(c2ccccc2)CC1
→ 98	-5	-2	-3	0.1	-4	-7	-1	-5	0.1
- N#C/C(=C(/O)COC(=O)c1ccc(O)cc1)c1nc2ccccc2[nH]1
→ 99	-7	5	4	0.1	2	0	3	-1	-0.1
- O=Cc1nc(-c2ccc(Cl)cc2)n2ccccc12
→ 104	-10	-4	-4	-0.1	0	2	2	13	0.9
- CC1(C)CC(CNCCC(c2ccc(F)cc2)c2ccco2)CCO1 (centres undefined)
→ 98	-7	3	-1	0.4	2	-3	-1	0	0.1
- COc1ccc(C(=O)Nc2ccc(N3CCN(C)CC3)cc2)cc1OC
→ 95	0	-4	9	-0.2	6	6	1	6	0.1
- Cc1cc2oc(=O)cc(CN(C)Cc3ccccc3)c2cc1Cl
→ 86	-1	-4	nt	-0.2	nt	-8	0	5	-0.1
- Cc1ccc(Nc2cc(C)nc3nc(C)nn23)c(C)c1
→ 100	1	-2	nt	0.4	7	2	4	3	0.1
- C=CCN(CC=C)C(=S)NC(=O)/C=C/c1ccccc1
→ 101	-4	-4	8	-0.1	-9	-3	3	7	2.7
- COC(=O)c1cc(NC(=O)CCc2c(C)nc3ncnn3c2C)cc(C(=O)OC)c1
→ 100	0	-6	-1	-0.2	5	1	-1	4	-1.2
- COc1ccc2c(c1)CCc1c(C(=O)N3CC4(C)CC3CC(C)(C)C4)noc1-2 (centres undefined)
→ 97	36	-6	-3	0.4	-2	3	-1	-7	-2.6
- CCOC(=O)c1sc(N)nc1-c1ccccc1
→ 98	-2	-6	1	-0.1	0	-6	1	-4	0.3
- C[n+]1cccc(NC(=O)c2ccccc2)c1
→ 98	19	-7	nt	-0.1	nt	2	nt	nt	0.5
- COc1ccccc1-c1cccc(-c2nc(C(=O)Nc3nccs3)cc3c2[C@@H](CCO)N(C(C)=O)C3)c1
→ 97	1	-4	nt	-0.3	nt	12	nt	nt	-0.3
- COc1cccc2c(=O)n(CC(=O)N3CCCCCC3)ccc12
→ 84	-3	-9	nt	-0.1	-2	4	0	4	0.9
- N#Cc1c2n(c3c(=O)n(Cc4ccc(Cl)cc4)cnc13)CCCCC2
→ 96	1	-2	-2	-0.3	13	2	-2	-10	0.8
- CC1(C)Cc2c(C#N)c(N3CCN(C(=O)c4ccco4)CC3)nc(-c3ccco3)c2CS1
→ 102	-1	-4	-2	-0.2	6	9	2	0	-2.1
- COc1ccc(N2CCN(CCCNC(=O)C3CCCN(S(=O)(=O)c4cnc[nH]4)C3)CC2)cc1 (centres undefined)
→ 101	9	-1	-2	-0.1	-32	-6	1	1	0.1
- O=C(NC(=S)N1CCN(c2ccccc2)CC1)c1ccccc1
→ 98	-1	-2	1	-0.2	-1	-6	-2	4	-0.2
